L3MBTL1 inh – qHTS Assay for the Inhibitors of L3MBTL1; Lethal(3)malignant brain tumor-like protein 1 (Homo sapiens), Q9Y468; AlphaScreen L3MBTL1–H3K9me1 peptide binding; Potency, µM (highest dose often 57.1 µM), for the others: at the highest dose activity, negative = inhibition, most hits filed as inhibitors; actives 0.66% (n = 230,000); AID 485360, 2010; also: nearly all actives have a fitted effect of over 60% in size
Target sequence (Q9Y468 whole entry, looked up): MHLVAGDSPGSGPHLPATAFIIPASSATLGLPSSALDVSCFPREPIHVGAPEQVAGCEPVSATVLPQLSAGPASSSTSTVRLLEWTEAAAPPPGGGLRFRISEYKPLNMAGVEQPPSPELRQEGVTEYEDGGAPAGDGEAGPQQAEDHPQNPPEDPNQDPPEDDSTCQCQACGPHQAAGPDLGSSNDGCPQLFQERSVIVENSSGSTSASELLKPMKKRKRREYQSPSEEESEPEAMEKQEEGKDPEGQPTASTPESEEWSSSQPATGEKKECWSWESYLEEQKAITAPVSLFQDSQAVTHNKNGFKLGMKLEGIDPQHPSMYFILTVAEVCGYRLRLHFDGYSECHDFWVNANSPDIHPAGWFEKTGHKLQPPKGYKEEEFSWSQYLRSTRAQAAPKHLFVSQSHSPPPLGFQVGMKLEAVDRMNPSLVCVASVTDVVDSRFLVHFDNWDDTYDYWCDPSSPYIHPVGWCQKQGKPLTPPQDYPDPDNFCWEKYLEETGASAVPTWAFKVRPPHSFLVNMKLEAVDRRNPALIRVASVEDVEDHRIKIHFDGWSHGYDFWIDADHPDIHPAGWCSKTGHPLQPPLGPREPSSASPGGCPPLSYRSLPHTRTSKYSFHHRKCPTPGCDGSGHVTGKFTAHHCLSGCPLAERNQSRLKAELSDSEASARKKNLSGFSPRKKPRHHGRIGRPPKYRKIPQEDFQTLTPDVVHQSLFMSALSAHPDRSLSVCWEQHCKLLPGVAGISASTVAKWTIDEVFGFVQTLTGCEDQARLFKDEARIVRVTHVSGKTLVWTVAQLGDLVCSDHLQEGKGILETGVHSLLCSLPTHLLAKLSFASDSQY
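L3MBTL1 (50 nM) pre-complexed 30 min with biotinylated H3(1-15)K9me1 peptide (75 nM), then compounds added for 30 min at room temperature; AlphaScreen streptavidin donor/nickel chelate acceptor beads (10 ug/mL final) read after 30 min dark incubation.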
RECQ1 helicase – qHTS Assay for Inhibitors of RecQ-Like Dna Helicase 1 (RECQ1) | ATP-dependent DNA helicase Q1 (Homo sapiens), P46063 | RECQ1 DNA unwinding, red fluorescence kinetic read | Potency, µM (highest dose often 57.3 µM), inactives show top-dose activity, negative = inhibition, usual class: inhibitors | actives 0.54% (n = 240,000) | AID 2549, 2010;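 also: plate controls were vehicle for no effect and no enzyme for full effect; nearly all actives have a fitted effect of over 30% in size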
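RECQ1T1 50 nM; forked duplex (20 bp + 30-nt ss tails) 200 nM, ATP 2 mM final; pH 8.0, 2 mM MgCl2, 2.5 ug/ml poly(dI-dC); 15 min compound preincubation; discontinuous kinetic read over 2 h at RT.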
GAA spleen mod – qHTS Assay for Inhibitors and Activators of Human alpha-Glucosidase From Spleen Homogenate; human spleen homogenate, 4-MU-alpha-glucoside fluorescence; Potency, µM (top dose mostly 79.9 µM), for inactives: at the top dose activity change, negative = inhibition, actives largely listed as inhibitors; actives 0.006% (n = 240,000);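 also: 0% = enzyme with vehicle and -100% = no enzyme basal signal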
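Human spleen homogenate (1 ug) with 4-methylumbelliferyl-alpha-D-glucopyranoside (1 mM final) in 50 mM citrate/phosphate pH 5.0, 0.01% Tween-20; 40 min at 37 C. Stopped at pH 10; 4-MU fluorescence Ex 365/Em 440 nm; AC50 by Hill fit.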
RGS12 GoLoco inh – qHTS Assay for Inhibitors of RGS12 GoLoco Motif Activity (Red Fluorophore). AID 880, 2007. actives 0.44% (n = 230,000). Potency, µM (titrated, usually from 61.6 µM), for inactives: at the top dose activity, negative = inhibition, most hits filed as inhibitors. Gai1:RGS12 GoLoco peptide FP, rhodamine, 10 min; active = well fitted inhibition curve with a large enough effect, not every such curve was filed as active; inactive = no such curve, though single readings can be large or run the other way; also: nearly all actives have a fitted effect of over 30% in size; many of its hits are not listed in these tables
GAA glycogen – qHTS Assay for Inhibitors and Activators of Human alpha-Glucosidase Cleavage of Glycogen. Lysosomal alpha-glucosidase (Homo sapiens), P10253. actives 0.38% (n = 300,000). Potency, µM (series often up to 76.4 µM), for inactives: top-dose activity change, negative = inhibition, hits mostly inhibitors. AID 2100, 2009. recombinant GAA, glycogen substrate, Amplex Red glucose oxidase fluorescence;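 also: 0% = full enzyme reaction and -100% = no-enzyme basal signal; the screen sought inhibitors and activators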
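Recombinant human alpha-glucosidase (4 nM final) hydrolysed bovine liver glycogen (30 ug) for 40 min at 37 C in pH 5.0 citrate/phosphate with 0.01% Tween-20. Released glucose detected by glucose oxidase/Amplex Red, Ex 573/Em 610 nm. Compounds up to 77 uM; AC50 from Hill fits.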
TRb-SRC2 inh – qHTS for Inhibitors of the Interaction of Thyroid Hormone Receptor and Steroid Receptor Coregulator 2 | Potency, µM (top dose mostly 106 µM), inactives show at the top dose activity change, negative = inhibition, most hits filed as inhibitors | Thyroid hormone receptor beta (Homo sapiens), P10828 | AID 1469, 2008 | TRbeta-SRC2 peptide binding, fluorescence polarization; receptor liganded with 1 µM T3 | actives 0.065% (n = 280,000);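 also: plate controls were bound peptide for no effect and peptide without receptor for full effect; nearly all actives have a fitted effect of over 50% in size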
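A fluorescence polarization screen tested compounds at multiple concentrations against complex formation between 0.6 uM TRb ligand-binding domain and 20 nM Texas Red SRC2 peptide, with 1 uM T3 present; readout after 5 hr.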
TR SRC2 fluor cs – Total Fluorescence Counterscreen for Inhibitors of the Interaction of Thyroid Hormone Receptor and Steroid Receptor Coregulator 2. TRb/SRC2 Texas Red total fluorescence interference. Potency, µM (titrated, usually from 106 µM), without a hit: at the top dose fluorescence change, negative = quenching. actives 0.29% (n = 280,000). AID 1479, 2009; active = well fitted curve in either direction with a large enough effect; inconclusive = small, poorly fitted or top-dose-only effect
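Human TRβ ligand-binding domain (0.6 uM) and Texas Red SRC2 peptide (20 nM) in Tris buffer with 1 uM T3 and 5% DMSO were incubated with pinned compound for 5 hr at ambient temperature. Total fluorescence was computed as S + 2P (555/632 nm).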
GAA inhib – qHTS Assay for Inhibitors of Human alpha-Glucosidase as a Potential Chaperone Treatment of Pompe Disease. Lysosomal alpha-glucosidase (Homo sapiens), P10253. purified human GAA, 4-MU-alpha-glucoside fluorescence. Potency, µM (top dose mostly 76.9 µM), for inactives: at the highest dose activity change, negative = inhibition, actives largely listed as inhibitors. actives 0.005% (n = 200,000). AID 1466, 2008;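 also: plate controls were uninhibited enzyme wells for no effect and no-enzyme background for full effect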
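qHTS format, compound range up to 77 uM. Human lysosomal enzyme at 4 nM, 400 uM 4-MU glucoside substrate, pH 5.0, 20 min room temperature; fluorescence after alkaline stop gives activity normalized to controls.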
* hit, by the source's call; i = inactive; ? = inconclusive; . = no result given; [ ] = remark or other dose. Unless noted, calls follow the shape of the dose curve; as a rule, active = well fitted curve in the direction sought with a large enough effect; inconclusive = small, poorly fitted or top-dose-only effect, or another doubt; inactive = no such curve, though single readings can be large; an effect the other way counts as inactive or inconclusive. Unless noted, % is scaled to controls: 0 for no effect and ±100 for the full control effect; potency is read from the fitted curve at half-maximal effect. These rows are one share of the data; count on the stated rates, not on these rows.

SMILES	L3MBTL1 inh	RECQ1 helicase	GAA spleen mod	RGS12 GoLoco inh	GAA glycogen	TRb-SRC2 inh	TR SRC2 fluor cs	GAA inhib
O=CN1CCCN(Cc2nc(Cc3ccccc3F)no2)CC1	-7.9%	17.4%	-5.0%	6.8%	10.0%	2.1%	0.3%	-1.9%
CNC1=C(Cl)C(=O)c2ccncc2C1=O	.	-5.4%	-16.7%	-9.0%	.	4.1%	-8.2%	.
COc1cccc(CN2CCN(c3ncccn3)CC2)c1	-2.1%	-4.0%	9.6%	-5.5%	0.5%	-15.7%	-0.5%	?
O=C1CSC(c2cn(-c3ccccc3)nc2-c2cc3ccccc3oc2=O)N1Cc1cccnc1 (stereo unspecified)	.	-6.8%	-1.5%	2.6%	7.5%	11.1%	1.1%	-9.1%
Cc1ccc(N2C(=O)CSC2c2c(F)cccc2Cl)cc1 (stereo unspecified)	.	-5.1%	-5.7%	4.5%	-7.0%	-7.9%	-3.4%	2.8%
COc1cc2c(cc1OC)CN(C(=O)CSc1nc3[nH]ncc3c(=O)n1-c1ccccc1)CC2	-0.7%	-4.1%	8.5%	11.8%	-5.1%	-13.7%	-0.9%	3.0%
CCCNC(=O)c1ccc(C2SCC(=O)N2Cc2ccccc2)cc1 (stereo unspecified)	5.5%	-8.3%	1.3%	-4.8%	7.1%	-9.7%	-0.4%	-1.8%
CCCC(=O)Nc1ccc(Cl)c(NC(=O)c2ccco2)c1	-4.9%	-5.3%	-6.5%	-4.0%	-5.3%	-9.5%	-4.3%	1.5%
NC(=O)C1CCN(C(=O)c2cc3ccccn3n2)CC1	0.5%	-11.8%	-3.1%	-1.2%	4.8%	1.1%	1.8%	-2.1%[15.4 µM]
CC(=O)/C(=N\Nc1cccc(Cl)c1)Sc1nnc(-c2ccccc2)n1-c1ccccc1	-0.6%	-9.8%	-7.1%	0.1%	-6.6%	-2.6%	-3.4%	-5.4%
O=C(C(Cc1ccccc1)N1C(=O)c2ccccc2C1=O)N1c2ccccc2CCc2ccccc21 (stereo unspecified)	-14.6%	-9.5%	-6.1%	-0.7%	-9.0%	0.2%	2.9%	-4.0%
COc1ccc(-c2ccc(S(=O)(=O)N3CCCC3)cc2)cc1	6.0%[11.4 µM]	i	-0.7%	15.8%	11.7%	-1.3%	-1.2%	-1.0%
COc1ccc2[nH]c(C)c(C(=O)CN3CCN(C(=O)c4ccco4)CC3)c2c1	0.4%	-4.3%	1.7%	.	0.4%	5.1%	-5.1%	-5.6%
Cn1c(=O)cc(Nc2ccccc2)c2c(=O)n(-c3ccccc3)c(=O)n(-c3ccccc3)c21	-7.6%	1.3%	-9.1%	0.8%	-0.5%	-2.7%	-3.1%	-20.0%
CCOC(=O)COc1cccc2c(=O)n(CC(=O)NCc3ccccc3)ccc12	.	-7.1%	0.8%	2.2%	1.2%	4.0%	0.3%	.
Cc1ccc(S(=O)(=O)N2CCCCC2)cc1NC(=O)COC(=O)Cc1c(F)cccc1Cl	4.5%	-17.4%	2.1%	10.7%	13.3%	-1.7%	-0.1%	-10.2%
CN(C)c1ccc(-c2ccc3ncnc(NCc4ccccc4)c3c2)cc1	.	-0.9%	4.5%	-0.6%	.	-9.3%	-4.0%	.
O=C(O)CN1C(=O)c2ccc(Oc3cccc4c3C(=O)N(CC(=O)O)C4=O)cc2C1=O	.	2.1%	2.6%	7.3%	7.1%	6.9%	-0.1%	-4.6%
Cc1nn(C)c(Oc2cccc(C(F)(F)F)c2)c1C=O	23.7%	-17.3%	6.1%	4.4%	7.1%	-2.3%	-0.9%	-0.6%
CN(CC(=O)Nc1ccc(N2CCOCC2)cc1)C(=O)CC(c1ccccc1)c1ccccc1	.	6.6%	-5.9%	-3.1%	9.4%	6.4%	0.5%	3.2%

Profiles, looked up by structure. Order of values: L3MBTL1 inh, RECQ1 helicase, GAA spleen mod, RGS12 GoLoco inh, GAA glycogen, TRb-SRC2 inh, TR SRC2 fluor cs, GAA inhib
CCCC(=O)Nc1ccc(Cl)c(NC(=O)c2ccco2)c1 in the list: -4.9%, -5.3%, -6.5%, -4.0%, -5.3%, -9.5%, -4.3%, 1.5%
Cc1ccc(N2C(=O)CSC2c2c(F)cccc2Cl)cc1 (stereo unspecified) in the list: ., -5.1%, -5.7%, 4.5%, -7.0%, -7.9%, -3.4%, 2.8%
COc1ccc2[nH]c(C)c(C(=O)CN3CCN(C(=O)c4ccco4)CC3)c2c1 in the list: 0.4%, -4.3%, 1.7%, ., 0.4%, 5.1%, -5.1%, -5.6%
COc1ccc(-c2ccc(S(=O)(=O)N3CCCC3)cc2)cc1 in the list: 6.0%[11.4 µM], i, -0.7%, 15.8%, 11.7%, -1.3%, -1.2%, -1.0%

Further results:
SMILES	L3MBTL1 inh	RECQ1 helicase	GAA spleen mod	RGS12 GoLoco inh	GAA glycogen	TRb-SRC2 inh	TR SRC2 fluor cs	GAA inhib
COc1ccc(Cn2nnnc2C(c2ccncc2)N2CCOCC2)cc1 (stereo unspecified)	8.7%	-2.0%	-2.4%	-23.7%	-4.2%	15.2%	0.4%	?
C=CCn1c(SCC(=O)NCc2ccco2)nnc1-c1ccc2ccccc2n1	.	-14.2%	-21.9%	-5.0%	-1.3%	-3.5%	-1.5%	-10.1%
O=[N+]([O-])c1ccc2cn(-c3ccccc3)nc2c1	-9.1%	-7.2%	-2.1%	13.6%	6.6%	4.7%	-5.4%	0.0%
COc1ccc(-c2noc(CSc3nnc(Cc4ccccc4)n3-c3cccc(C)c3)n2)cc1OC	23.4%[11.4 µM]	i	-14.0%	9.8%	2.4%	-3.4%	0.2%	-12.1%
COc1ccc(-c2cc(C(F)(F)F)n3nc(C(=O)NCc4ccco4)c(Cl)c3n2)cc1	-4.8%	7.0%	4.3%	5.7%	-12.7%	-13.8%	-4.4%	0.3%
Cc1ccccc1Nc1nc(N)nc(CN2C(=O)NC3(CCCCC3C)C2=O)n1 (stereo unspecified)	1.2%	i	-6.0%	-5.3%	9.6%	2.7%	-2.5%	-7.8%
Nc1ccc(S(=O)(=O)NC(=O)c2ccccc2)cc1	6.6%	7.4%	-14.6%	14.4%	2.3%	0.8%	0.0%	-3.2%[15.4 µM]
COc1ccc(C2CC(=O)C(C=NCCN3CCN(C(C)=O)CC3)=C(O)C2)cc1 (stereo unspecified)	25.5%	-3.0%	0.8%	5.5%	2.6%	-3.6%	0.2%	3.4%
CC(=O)Nc1cccc(OCCCNC(=O)c2cccc3ccccc23)c1	11.7%	-11.7%	2.1%	0.1%	0.5%	1.5%	-0.7%	.
CCOc1ccccc1N(CC(=O)NCC1CCCO1)C(=O)CCC(=O)Nc1ccccn1 (stereo unspecified)	-3.8%	5.5%	-0.1%	-2.1%	-15.0%	-4.4%	0.2%	-2.6%
CCN(CC)c1ccc(NC(=O)c2ccc(Br)o2)c(C)c1	-18.4%	-12.8%	-3.6%	-21.4%	-1.8%	-7.1%	-1.7%	-2.9%
CC1=C(C(N)=O)C(c2ccncc2)n2nc(-c3ccccc3Cl)nc2N1 (stereo unspecified)	6.2%	-3.4%	-0.7%	-5.6%	0.6%	10.1%	-0.3%	-8.3%
CC(CCC(=O)O)C1CCC2C3CC[C@H]4CC(O)CC[C@@]4(C)C3CC[C@@]12C (stereo partly specified)	.	3.5%	-9.3%	3.9%	.	-1.2%	-1.0%	.
CCOC(=O)c1cc(C#N)c(SCc2cccc3ccccc23)nc1C	.	-1.9%	-7.0%	4.5%	-0.1%	-0.6%	-2.8%	-3.1%
COc1ccc(N(CC(=O)NCCC2=CCCCC2)S(=O)(=O)c2ccc(C)cc2)cc1	-4.8%	i	-5.6%	7.6%	18.6%	4.1%	-2.0%	7.6%
CC(C)(C)c1ccc(OCC(=O)N/N=C/C2CC=CCC2)cc1 (stereo unspecified)	17.4%	-13.6%	-3.9%	-10.4%	-6.7%	-23.7%	-6.2%	-3.3%
CC/C=C\C/C=C\C/C=C\C/C=C\C/C=C\CCC(=O)O[C@H](COCCCCCCCCCCCCCCCC)COP(=O)([O-])OCC[N+](C)(C)C	.	-10.0%	-3.6%	128.1%[activator]	.	-3.2%	-0.9%	.
O=C(c1cccc(F)c1)N1CCN(c2cccc(C(F)(F)F)c2)CC1	-1.4%	-12.5%	-16.0%	6.0%	-10.2%	-3.6%	-0.3%	-4.5%
CCCc1noc2c1C(c1cc(Br)ccc1F)C(C#N)=C(N)N2 (stereo unspecified)	-3.0%	9.8%	4.4%	9.1%	6.0%	-4.4%	-0.6%	-2.0%
CCN(C(=O)CSc1nncn1-c1ccccc1)c1c(N)n(Cc2ccccc2)c(=O)[nH]c1=O	-10.2%	-5.5%	5.9%	-35.5%	-0.6%	-0.6%	0.5%	9.8%
COC(=O)[C@H](CCSC)NC(=O)Nc1cc(C)ccc1C	3.2%	-1.5%	-1.9%	8.1%	2.1%	-20.1%	-2.0%	-4.9%
CCOC(=O)c1cc(-c2csc(N/N=C/c3ccccc3Cl)n2)on1	8.6%	-1.4%	-4.8%	-0.8%	-9.9%	3.6%	-1.3%	-0.6%[15.4 µM]
CO/N=C(\C(=O)NC1C(=O)N2C(C(=O)OCOC(=O)C(C)(C)C)=C(/C=C\c3scnc3C)CSC12)c1csc(N)n1 (stereo unspecified)	.	-5.0%	2.9%	4.2%	.	-2.1%	0.0%	.
COc1ccc(NC(=O)C2CCN(S(=O)(=O)c3cccc4cccnc34)CC2)cc1	29.9%	-4.6%	-6.6%	8.7%	-8.1%	13.4%	-0.5%	-10.0%
